High-throughput results (PubChem BioAssay)
Anthrax LF prot: anthrax lethal factor protease inhibition. P15917. multiplex microsphere protease cleavage assay, LF. inhibition, % at 10 µM. 360,000 tested, 0.12% active. AID 588501; also: plate controls were buffer without enzyme for full effect and enzyme alone for no effect
Target sequence (P15917 whole entry, looked up): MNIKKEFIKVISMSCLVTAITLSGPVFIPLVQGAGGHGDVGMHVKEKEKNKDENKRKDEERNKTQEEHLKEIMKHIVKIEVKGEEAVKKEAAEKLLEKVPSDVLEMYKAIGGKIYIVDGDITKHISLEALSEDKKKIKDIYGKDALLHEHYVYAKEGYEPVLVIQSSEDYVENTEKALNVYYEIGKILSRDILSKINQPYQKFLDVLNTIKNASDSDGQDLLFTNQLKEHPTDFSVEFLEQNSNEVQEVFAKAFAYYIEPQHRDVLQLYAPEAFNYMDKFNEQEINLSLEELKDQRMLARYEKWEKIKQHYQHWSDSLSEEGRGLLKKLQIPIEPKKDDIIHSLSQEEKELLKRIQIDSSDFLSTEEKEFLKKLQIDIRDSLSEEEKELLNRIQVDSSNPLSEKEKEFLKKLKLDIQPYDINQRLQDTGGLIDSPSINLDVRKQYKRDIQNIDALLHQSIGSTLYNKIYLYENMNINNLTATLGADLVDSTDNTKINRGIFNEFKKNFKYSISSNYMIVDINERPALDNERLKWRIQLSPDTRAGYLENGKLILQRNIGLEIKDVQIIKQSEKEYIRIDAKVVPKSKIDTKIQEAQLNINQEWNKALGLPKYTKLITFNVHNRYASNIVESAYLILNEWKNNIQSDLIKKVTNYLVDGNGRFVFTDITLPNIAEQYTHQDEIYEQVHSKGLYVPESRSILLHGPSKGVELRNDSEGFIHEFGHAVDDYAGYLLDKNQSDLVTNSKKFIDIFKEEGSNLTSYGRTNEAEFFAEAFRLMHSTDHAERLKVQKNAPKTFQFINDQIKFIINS
FadD28 FP inh: blocks FadD28 binding to the bisubstrate probe; AID 588549; fluorescence polarization; 360,000 tested, 0.22% active; inhibition, % at 12.5 µM; in the data active = inhibition above about 8.5%, passing the limit was not always enough
PfHsp40 yeast: restores yeast growth despite PfHsp40 toxicity. S. cerevisiae expressing PfHsp40, growth rescue, ATP luminescence. growth rescue, % at 12.5 µM. 340,000 tested, 0.68% active. AID 504582; in the data active = growth rescue above about 28%, passing the limit was not always enough;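 also: yeast W303a lacking pdr1 and pdr3 grown in galactose medium; growth measured after three days at 30 °C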
Y pestis TopoI: Y. pestis Topo-I inhibition via cleavage products. AID 504884. activity, % at 10 µM. 360,000 tested, 0.064% active. Y. pestis Topo-I cleavage product accumulation, plate reader; in the data active = activity above about 50%, passing the limit was not always enough; also: inactives centre near 2
TcdB inh: blocks C. difficile toxin B glycohydrolase activity; inhibition, % at 9.99 µM; 350,000 tested, 0.24% active; P18177; TcdB glycohydrolase enzymatic assay, plate reader; in the data active = inhibition above about 10%
BoNT-F LC inh: BoNT F light chain protease inhibition. Multiplex microsphere protease cleavage assay, flow cytometry. inhibition, % at 10 µM. 360,000 tested, 0.22% active. AID 588497; in the data active = inhibition above about 35%, passing the limit was not always enough; also: plate controls were buffer without enzyme for full effect and enzyme alone for no effect
PrPC surface inh: cell surface PrPC inhibition, primary TR-FRET screen; TR-FRET read-out; P04156; inhibition, % at 13.8 µM; AID 720596; 370,000 tested, 0.43% active; in the data active = inhibition above about 24%; also: 0% = median of the test wells and 100% = reference compound wells
CCHFV vOTU inh: blocks the CCHF virus ovarian tumor domain protease; AID 651958; CCHFV vOTU protease, Pep-AMC fluorescence; 370,000 tested, 0.55% active; inhibition, % at 11.5 µM; in the data active = inhibition above about 30%; also: 0% = vehicle wells with enzyme and 100% = no enzyme wells
BoNT-A LC inh2: BoNT A light chain protease inhibition; inhibition, % at 10 µM; multiplex microsphere protease substrate cleavage, flow cytometry; 360,000 tested, 0.17% active; AID 588499; also: plate controls were buffer without enzyme for full effect and enzyme alone for no effect
* marks the source's active call; other numbers are inactive results. Rule as the data show it, unless noted: active = inhibition above about 30%; inconclusive = no clear call, values can overlap the other calls; inactive = below that.

For CCOc1cc(/C=C2\NC(=S)N(C)C2=O)ccc1OCc1ccc(C(=O)O)cc1 the results were Anthrax LF prot 0, FadD28 FP inh -3.2, PfHsp40 yeast -0.1, Y pestis TopoI 15, TcdB inh -0.3, BoNT-F LC inh -23, PrPC surface inh -7, CCHFV vOTU inh -5 and BoNT-A LC inh2 -6.1.
COc1cccc2nc3cc(C)c(C)cc3nc12 was read as Anthrax LF prot -4, FadD28 FP inh -0.9, PfHsp40 yeast -3.5, Y pestis TopoI -5, TcdB inh 2.3, BoNT-F LC inh 2, PrPC surface inh -24, CCHFV vOTU inh 26 and BoNT-A LC inh2 7.6.
CC(C)Cn1c(N)c(C(=O)COC(=O)c2ccc(F)cc2)c(=O)n(C)c1=O was read as Anthrax LF prot -5, FadD28 FP inh -4.4, PfHsp40 yeast 0.3, Y pestis TopoI 3, TcdB inh 1.4, BoNT-F LC inh -1, PrPC surface inh 2, CCHFV vOTU inh -2 and BoNT-A LC inh2 -0.1.
`CCCc1nnc(NC(=O)CCC(=O)Nc2ccc(Cl)cc2)s1` gave Anthrax LF prot -2, FadD28 FP inh 0.1, PfHsp40 yeast -1.5, Y pestis TopoI 7, TcdB inh 1.8, BoNT-F LC inh -5, PrPC surface inh 1, CCHFV vOTU inh -13 and BoNT-A LC inh2 -2.0.
`O=C(NCCCCc1ccccc1)c1cccc(NC(=O)c2ccccc2)c1` gave Anthrax LF prot -5, FadD28 FP inh -1.2, PfHsp40 yeast 7.4, Y pestis TopoI 2, TcdB inh 0.7, BoNT-F LC inh 0, PrPC surface inh 4, CCHFV vOTU inh 3 and BoNT-A LC inh2 0.0.
`O=C(NCc1ccccn1)c1ccc(NS(=O)(=O)c2ccccc2)cc1` gave Anthrax LF prot 1, FadD28 FP inh -4.7, PfHsp40 yeast -1.0, Y pestis TopoI 7, TcdB inh 0.8, BoNT-F LC inh 6, PrPC surface inh -2, CCHFV vOTU inh 0 and BoNT-A LC inh2 0.2.
For CCOC(=O)C1CCCN(S(=O)(=O)c2ccc3c(c2)N(C)C(=O)CC(=O)N3C)C1 (stereo not drawn) the results were Anthrax LF prot -3, FadD28 FP inh -0.7, PfHsp40 yeast 0.2, Y pestis TopoI 1, TcdB inh 0.7, BoNT-F LC inh -4, PrPC surface inh 2, CCHFV vOTU inh 10 and BoNT-A LC inh2 0.8.
`COc1ccc(OC)c(NC(=O)C2CC(C)=C(C)CC2C(=O)O)c1` (stereo not drawn) gave Anthrax LF prot -6, FadD28 FP inh -0.7, PfHsp40 yeast -1.0, Y pestis TopoI -1, BoNT-F LC inh 11, PrPC surface inh 3, CCHFV vOTU inh 6 and BoNT-A LC inh2 -0.4.
CS(=O)(=O)c1sc2nc(-c3cccs3)cc(-c3ccccc3)c2c1N was read as Anthrax LF prot 9, FadD28 FP inh -3.5, PfHsp40 yeast 0.4, Y pestis TopoI -6, BoNT-F LC inh 0, PrPC surface inh 1, CCHFV vOTU inh -17 and BoNT-A LC inh2 12.
COc1cccc(-n2c(Cn3nc(C(F)(F)F)cc3C)n[nH]c2=S)c1 was read as Anthrax LF prot 0, FadD28 FP inh 1.2, PfHsp40 yeast -0.9, Y pestis TopoI -2, TcdB inh 1.1, BoNT-F LC inh -2, PrPC surface inh 4, CCHFV vOTU inh 2 and BoNT-A LC inh2 -0.1.

Entries shown so far that contain a halogen, in the order listed:
CC(C)Cn1c(N)c(C(=O)COC(=O)c2ccc(F)cc2)c(=O)n(C)c1=O was read as Anthrax LF prot -5, FadD28 FP inh -4.4, PfHsp40 yeast 0.3, Y pestis TopoI 3, TcdB inh 1.4, BoNT-F LC inh -1, PrPC surface inh 2, CCHFV vOTU inh -2 and BoNT-A LC inh2 -0.1.
`CCCc1nnc(NC(=O)CCC(=O)Nc2ccc(Cl)cc2)s1` gave Anthrax LF prot -2, FadD28 FP inh 0.1, PfHsp40 yeast -1.5, Y pestis TopoI 7, TcdB inh 1.8, BoNT-F LC inh -5, PrPC surface inh 1, CCHFV vOTU inh -13 and BoNT-A LC inh2 -2.0.
COc1cccc(-n2c(Cn3nc(C(F)(F)F)cc3C)n[nH]c2=S)c1 was read as Anthrax LF prot 0, FadD28 FP inh 1.2, PfHsp40 yeast -0.9, Y pestis TopoI -2, TcdB inh 1.1, BoNT-F LC inh -2, PrPC surface inh 4, CCHFV vOTU inh 2 and BoNT-A LC inh2 -0.1.

(cont.)
COC(=O)c1c(C)oc2cc(Br)c(OCC(=O)C(C)(C)C)cc12 was read as Anthrax LF prot -3, FadD28 FP inh -4.3, PfHsp40 yeast 0.0, Y pestis TopoI -7, BoNT-F LC inh -14, PrPC surface inh -3, CCHFV vOTU inh -4 and BoNT-A LC inh2 -0.8.
For Cc1csc(NC(=O)CSc2nc(=O)n(CCN(C)C)c3c2CCCC3)n1 the results were Anthrax LF prot -6, FadD28 FP inh -4.4, PfHsp40 yeast -0.9, Y pestis TopoI -1, TcdB inh 2.4, BoNT-F LC inh -27, PrPC surface inh -1, CCHFV vOTU inh -1 and BoNT-A LC inh2 -24.
Cc1ccc(N2CN(Cc3ccco3)CNC2=S)c(C)c1 was read as Anthrax LF prot -1, FadD28 FP inh -0.5, PfHsp40 yeast 0.0, Y pestis TopoI -5, TcdB inh 0.9, BoNT-F LC inh -14, PrPC surface inh 1, CCHFV vOTU inh 1 and BoNT-A LC inh2 -0.5.
Screening Cc1ccc(S(=O)(=O)N(Cc2ccc(Cl)cc2)c2ccccc2C(=O)O)cc1 returned Anthrax LF prot 1, PfHsp40 yeast 1.7, Y pestis TopoI 12, TcdB inh 0.2, BoNT-F LC inh 3, PrPC surface inh 13, CCHFV vOTU inh 25 and BoNT-A LC inh2 -2.7.
For Nc1cccc2c1C(=O)N(Cc1cccc(Cl)c1)C2=O the results were Anthrax LF prot -2, FadD28 FP inh -4.4, PfHsp40 yeast 4.8, Y pestis TopoI 6, TcdB inh 0.3, BoNT-F LC inh -13, PrPC surface inh -12, CCHFV vOTU inh -3 and BoNT-A LC inh2 0.2.
`COc1ccc(-n2c(SCC(=O)Nc3nccs3)nnc2-c2ccccc2)cc1` gave Anthrax LF prot 0, FadD28 FP inh 0.1, PfHsp40 yeast 0.6, Y pestis TopoI 2, BoNT-F LC inh 1, PrPC surface inh -4, CCHFV vOTU inh -11 and BoNT-A LC inh2 0.6.
For CCc1cc(=O)oc2c3c(cc(OCC(=O)NCCC(=O)O)c12)OC(C)(C)CC3 the results were Anthrax LF prot -4, FadD28 FP inh 0.0, PfHsp40 yeast 0.3, Y pestis TopoI 1, TcdB inh 1.4, BoNT-F LC inh 3, PrPC surface inh -7, CCHFV vOTU inh -185 and BoNT-A LC inh2 1.4.
CCOc1ccc2nc(N(CCCN(C)C)C(=O)c3ccc(S(=O)(=O)N4CCc5ccccc5C4)cc3)sc2c1 was read as Anthrax LF prot -4, FadD28 FP inh -1.0, PfHsp40 yeast -1.3, Y pestis TopoI -7, TcdB inh 1.6, BoNT-F LC inh -6, PrPC surface inh -10, CCHFV vOTU inh 0 and BoNT-A LC inh2 -1.4.
CCSc1nc(-c2ccccc2)c(-c2ccccc2)n1CC(O)CO (stereo not drawn) was read as Anthrax LF prot 0, FadD28 FP inh -0.8, PfHsp40 yeast -0.1, Y pestis TopoI 12, TcdB inh 0.6, BoNT-F LC inh 0, PrPC surface inh 1, CCHFV vOTU inh -4 and BoNT-A LC inh2 -0.2.
O=C(CN1C(=O)NC(c2ccccc2)(c2ccccc2)C1=O)NCc1ccco1 was read as Anthrax LF prot -6, FadD28 FP inh -0.8, PfHsp40 yeast -2.1, Y pestis TopoI 9, TcdB inh 1.3, BoNT-F LC inh 4, PrPC surface inh 5, CCHFV vOTU inh -16 and BoNT-A LC inh2 -0.2.

Brought forward from above: two compounds; new compounds follow.
CCSc1nc(-c2ccccc2)c(-c2ccccc2)n1CC(O)CO (stereo not drawn) was read as Anthrax LF prot 0, FadD28 FP inh -0.8, PfHsp40 yeast -0.1, Y pestis TopoI 12, TcdB inh 0.6, BoNT-F LC inh 0, PrPC surface inh 1, CCHFV vOTU inh -4 and BoNT-A LC inh2 -0.2.
O=C(CN1C(=O)NC(c2ccccc2)(c2ccccc2)C1=O)NCc1ccco1 was read as Anthrax LF prot -6, FadD28 FP inh -0.8, PfHsp40 yeast -2.1, Y pestis TopoI 9, TcdB inh 1.3, BoNT-F LC inh 4, PrPC surface inh 5, CCHFV vOTU inh -16 and BoNT-A LC inh2 -0.2.
`c1ccc(C[n+]2cccc3c4ccccc4ccc32)cc1` gave Anthrax LF prot -5, FadD28 FP inh -0.6, PfHsp40 yeast -0.3, Y pestis TopoI 0, BoNT-F LC inh 9, PrPC surface inh -19, CCHFV vOTU inh -66 and BoNT-A LC inh2 0.7.
O=C(CSc1nnnn1-c1ccc(C(=O)O)cc1)NC1CC1 was read as Anthrax LF prot 2, FadD28 FP inh 1.6, PfHsp40 yeast 0.0, Y pestis TopoI 10, TcdB inh -0.7, BoNT-F LC inh -1, PrPC surface inh 0, CCHFV vOTU inh -3 and BoNT-A LC inh2 1.6.
For O=C(COC(=O)Cc1ccc(Cl)c(Cl)c1)Nc1ccc2[nH]c(=O)[nH]c2c1 the results were Anthrax LF prot -2, FadD28 FP inh -7.6, PfHsp40 yeast -1.7, Y pestis TopoI -20, TcdB inh 1.0, BoNT-F LC inh -4, PrPC surface inh 4, CCHFV vOTU inh 4 and BoNT-A LC inh2 1.3.
COc1cccc(Cn2c(NCc3cccnc3)nc3c2c(=O)n(C)c(=O)n3C)c1 was read as Anthrax LF prot -1, FadD28 FP inh -0.9, PfHsp40 yeast 0.2, Y pestis TopoI -1, BoNT-F LC inh 2, PrPC surface inh 14, CCHFV vOTU inh 3 and BoNT-A LC inh2 -0.1.
Screening COc1ccc(OC)c(CNC(=O)C2CCN(S(=O)(=O)N3CCCC3)CC2)c1 returned Anthrax LF prot -4, FadD28 FP inh -3.9, PfHsp40 yeast 1.2, Y pestis TopoI -1, TcdB inh 0.0, BoNT-F LC inh -10, PrPC surface inh 6, CCHFV vOTU inh 14 and BoNT-A LC inh2 -1.0.
CCN1CCC(=NNC(=O)c2ccco2)CC1 was read as Anthrax LF prot -2, FadD28 FP inh 0.2, PfHsp40 yeast -0.6, Y pestis TopoI 4, BoNT-F LC inh -14, PrPC surface inh -2, CCHFV vOTU inh 7 and BoNT-A LC inh2 -1.8.
For CCOC(=O)C(C(=O)Nc1ccccn1)C1CCCCC1 (stereo not drawn) the results were Anthrax LF prot 16, FadD28 FP inh 0.3, PfHsp40 yeast -0.2, Y pestis TopoI 7, BoNT-F LC inh 3, PrPC surface inh -2, CCHFV vOTU inh -6 and BoNT-A LC inh2 0.0.
`C/C=C(\C)C(=O)OC(C)(C)[C@@H]1Cc2cc3ccc(=O)oc3cc2O1` gave Anthrax LF prot -12, FadD28 FP inh -1.2, PfHsp40 yeast 0.3, Y pestis TopoI 4, TcdB inh 1.4, BoNT-F LC inh 1, PrPC surface inh -4, CCHFV vOTU inh -56 and BoNT-A LC inh2 0.2.
CCC(=O)N1CCc2cc(S(=O)(=O)CCC(=O)Nc3ccc(C)c(F)c3)ccc21 was read as Anthrax LF prot -3, FadD28 FP inh -1.6, PfHsp40 yeast -1.3, Y pestis TopoI 11, BoNT-F LC inh 0, PrPC surface inh 6, CCHFV vOTU inh -2 and BoNT-A LC inh2 0.5.
For CC(=O)NC(c1ccc(F)c(F)c1)c1nc(-c2ccc3c(c2)OCO3)cs1 (stereo not drawn) the results were Anthrax LF prot -3, FadD28 FP inh -2.1, Y pestis TopoI -3, TcdB inh 1.1, BoNT-F LC inh 3, PrPC surface inh 13, CCHFV vOTU inh 6 and BoNT-A LC inh2 0.1.
